FBW7 act: activators of human E3 ligase FBW7; AlphaScreen FBW7–phospho-cyclin E peptide binding, activator screen; normalized activity (activation), % at 26.1 µM; 650,000 tested, 0.13% active; AID 1259310; in the data active = normalized activity above about 1.9%;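 also: purified mutant Fbw7 with reduced substrate affinity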
MITF primary: human MITF inhibition, primary screen; AID 1259374; inhibition, % at 2.6 µM; O75030; AlphaScreen MITF homodimerization, bead proximity signal; 650,000 tested, 0.91% active; in the data active = inhibition above about 50%;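 also: 0% = vehicle wells with protein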
Target sequence (O75030 whole entry, looked up): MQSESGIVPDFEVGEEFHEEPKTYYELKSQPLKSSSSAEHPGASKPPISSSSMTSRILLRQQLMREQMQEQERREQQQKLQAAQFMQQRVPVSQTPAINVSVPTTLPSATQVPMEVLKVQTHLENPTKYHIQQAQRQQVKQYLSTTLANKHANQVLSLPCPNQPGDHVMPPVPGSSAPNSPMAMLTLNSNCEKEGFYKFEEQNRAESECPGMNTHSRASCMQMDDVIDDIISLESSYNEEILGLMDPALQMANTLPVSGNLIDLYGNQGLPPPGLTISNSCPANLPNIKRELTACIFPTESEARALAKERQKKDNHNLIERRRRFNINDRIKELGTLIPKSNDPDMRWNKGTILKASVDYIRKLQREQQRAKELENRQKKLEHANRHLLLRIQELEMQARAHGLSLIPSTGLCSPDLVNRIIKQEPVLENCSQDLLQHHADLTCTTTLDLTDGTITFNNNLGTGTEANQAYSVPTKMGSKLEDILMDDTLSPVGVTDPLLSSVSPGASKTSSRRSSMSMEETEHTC
GPR151 activ: human GPR151 activation | PathHunter beta-arrestin GPR151 cells, luminescence | 650,000 tested, 1% active | activation, % at 11.2 µM | Q8TDV0; in the data active = activation above about 4.9%;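 also: 0% = median of compound wells and 100% = cells with positive control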
Target sequence (Q8TDV0 whole entry, looked up): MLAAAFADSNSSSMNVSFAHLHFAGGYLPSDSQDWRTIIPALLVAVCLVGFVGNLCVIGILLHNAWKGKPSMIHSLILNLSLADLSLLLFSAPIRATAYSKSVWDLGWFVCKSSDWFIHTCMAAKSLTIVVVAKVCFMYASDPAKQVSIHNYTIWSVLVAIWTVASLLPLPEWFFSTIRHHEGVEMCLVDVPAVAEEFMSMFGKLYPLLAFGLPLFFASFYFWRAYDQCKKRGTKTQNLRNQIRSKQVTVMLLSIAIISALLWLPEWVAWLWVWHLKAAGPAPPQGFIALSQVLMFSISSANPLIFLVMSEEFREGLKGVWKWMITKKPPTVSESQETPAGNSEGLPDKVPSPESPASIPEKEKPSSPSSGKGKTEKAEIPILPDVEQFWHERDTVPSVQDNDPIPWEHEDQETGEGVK
TEAD-YAP inh: TEAD-YAP interaction inhibition; inhibition, % at 9.12 µM; AID 1259422; HEK-TIYL cells, TEAD-Gal4/YAP UAS-luciferase luminescence; 640,000 tested, 1.4% active; in the data active = inhibition above about 32%;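 also: 0% = median of test compound wells and 100% = reference inhibitor wells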
* = called active by the depositor.

How did COc1ccc(C2/C(=C(/O)c3ccc(C)cc3)C(=O)C(=O)N2CCCC(=O)O)cc1OC (stereo unspecified) do in these assays?
FBW7 act: 0.1; MITF primary: -9; GPR151 activ: -0.2; TEAD-YAP inh: 3

What do the screens show for `CCC(=O)Nc1ccc2c3c(cccc13)C(=O)NC2=O`?
FBW7 act: -0.1; MITF primary: -6; GPR151 activ: -0.5; TEAD-YAP inh: -7

How did CC[C@H](Cn1nc(-c2ccoc2C)oc1=O)NC(=O)C1CCCC1 do in these assays?
FBW7 act: -0.1; MITF primary: -1; GPR151 activ: 0.5; TEAD-YAP inh: 3

Results for Cc1ccc2nc(SCC(=O)Nc3ccc(F)c(F)c3)[nH]c2c1 ?
FBW7 act: 0.4; MITF primary: 8; GPR151 activ: -1.0; TEAD-YAP inh: 7

How did COc1cc2nc(Nc3ccc(-n4ccnc4)cc3)nc(Nc3ccc4c(c3)OCO4)c2cc1OC do in these assays?
FBW7 act: -0.1; MITF primary: -47; GPR151 activ: 0.0; TEAD-YAP inh: 12

How did Clc1ccccc1CSc1nnc2c(n1)OC(c1ccccn1)Nc1ccccc1-2 (stereo unspecified) do in these assays?
FBW7 act: 0.5; MITF primary: 22; GPR151 activ: -1.0; TEAD-YAP inh: -1

Results for COC(=O)c1ccc(Nc2c3c(nc4ccccc24)CCC3)cc1 ?
FBW7 act: 0.0; MITF primary: -3; GPR151 activ: 1.6; TEAD-YAP inh: 46*

Results for COC(=O)c1c(OCC2CCCCO2)cc(=O)n2c1CCN(Cc1ccsc1)CC2 (stereo unspecified) ?
FBW7 act: -0.1; MITF primary: -1; GPR151 activ: 3.8; TEAD-YAP inh: -26

Results for Cc1noc(C)c1C(=O)NCc1ccccc1Br ?
FBW7 act: 0.0; MITF primary: -8; GPR151 activ: 0.0; TEAD-YAP inh: 1

Results for CCOCCOC(=O)C1=C(C)NC2=C(C(=O)CC(c3ccc(Cl)cc3)C2)C1c1cc(Br)c(O)c(OC)c1 (stereo unspecified) ?
FBW7 act: 0.0; MITF primary: 7; GPR151 activ: -0.5; TEAD-YAP inh: 10

Results for Cc1csc2nc(-c3ccc([N+](=O)[O-])cc3)cn12 ?
FBW7 act: 0.1; MITF primary: -1; GPR151 activ: -3.5; TEAD-YAP inh: -64

How did COc1ccc(C2C(C(=O)Nc3ccc(F)cc3)CC(=O)N2c2ccc(OC)cc2)cc1 (stereo unspecified) do in these assays?
FBW7 act: -0.1; MITF primary: 0; GPR151 activ: -0.1; TEAD-YAP inh: -10

Ordered by length of the SMILES (rising): part of the list above
What do the screens show for `CCC(=O)Nc1ccc2c3c(cccc13)C(=O)NC2=O`?
FBW7 act: -0.1; MITF primary: -6; GPR151 activ: -0.5; TEAD-YAP inh: -7

Results for Cc1csc2nc(-c3ccc([N+](=O)[O-])cc3)cn12 ?
FBW7 act: 0.1; MITF primary: -1; GPR151 activ: -3.5; TEAD-YAP inh: -64

How did CC[C@H](Cn1nc(-c2ccoc2C)oc1=O)NC(=O)C1CCCC1 do in these assays?
FBW7 act: -0.1; MITF primary: -1; GPR151 activ: 0.5; TEAD-YAP inh: 3

How did COc1ccc(C2C(C(=O)Nc3ccc(F)cc3)CC(=O)N2c2ccc(OC)cc2)cc1 (stereo unspecified) do in these assays?
FBW7 act: -0.1; MITF primary: 0; GPR151 activ: -0.1; TEAD-YAP inh: -10

Results for CCOCCOC(=O)C1=C(C)NC2=C(C(=O)CC(c3ccc(Cl)cc3)C2)C1c1cc(Br)c(O)c(OC)c1 (stereo unspecified) ?
FBW7 act: 0.0; MITF primary: 7; GPR151 activ: -0.5; TEAD-YAP inh: 10

The results go on.
What do the screens show for `O=C(CN1C(=O)CCSc2ccccc21)NCCc1c[nH]c2ccccc12`?
FBW7 act: 0.0; MITF primary: 10; GPR151 activ: 0.6; TEAD-YAP inh: 10

How did CCCCc1ccc(NC(=O)Cn2cncc(C)c2=O)cc1 do in these assays?
FBW7 act: 0.2; MITF primary: -4; GPR151 activ: -0.1; TEAD-YAP inh: -9

What do the screens show for `COc1cc(CN2CCN(Cc3ccncc3)CC2)cc(OC)c1OC`?
FBW7 act: -0.4; MITF primary: 70*; GPR151 activ: -0.2; TEAD-YAP inh: 14

Results for CCC(=O)Nc1ccc(NC(=O)CSc2nnc(C3CC3)n2C)cc1 ?
FBW7 act: 0.1; MITF primary: 5; GPR151 activ: 2.3; TEAD-YAP inh: 4

Results for Cc1ccc2c(c1)cc1c(=O)n(CC(=O)NCC3CCCO3)nc(C)n12 (stereo unspecified) ?
FBW7 act: 0.2; MITF primary: 10; GPR151 activ: -0.2; TEAD-YAP inh: 4

Results for O=C(CNC(=O)C1CCCCC1)NNC(=S)NC(=O)c1ccc(Cl)cc1Cl ?
FBW7 act: 0.0; MITF primary: -12; GPR151 activ: 0.9; TEAD-YAP inh: -11

What do the screens show for `Cc1cc(C)cc(OCCNC(=O)C(C)N2C(=O)c3ccccc3C2=O)c1` (stereo unspecified)?
FBW7 act: 0.1; MITF primary: 8; GPR151 activ: -0.4; TEAD-YAP inh: -5

How did O=C(O)C1CSC(c2ccncc2)N1 (stereo unspecified) do in these assays?
FBW7 act: -0.4; MITF primary: 8; GPR151 activ: 1.3; TEAD-YAP inh: -3

Results for O=C(Nc1ccc(-c2nc3ccccc3s2)cc1)c1ccc(S(=O)(=O)N2CCCc3ccccc32)cc1 ?
FBW7 act: 0.8; MITF primary: 9; GPR151 activ: 0.1; TEAD-YAP inh: 11

What do the screens show for `O=C(CSc1nnnn1-c1cccc(F)c1)N1CCc2ccccc21`?
FBW7 act: -0.1; MITF primary: 11; GPR151 activ: -0.4; TEAD-YAP inh: -4

What do the screens show for `CCCNc1nc(OC)nc(-c2ccc(N3CCOCC3)nc2)n1`?
FBW7 act: -0.2; MITF primary: 1; GPR151 activ: -0.5; TEAD-YAP inh: -14

How did COc1cc2nn3c(C)cc(=O)[nH]c3c2cc1OC do in these assays?
FBW7 act: 0.4; MITF primary: 6; GPR151 activ: 1.0; TEAD-YAP inh: 17

How did CCN(CC)C(=O)COc1cc(C)ccc1C(C)C do in these assays?
FBW7 act: 0.1; MITF primary: 0; GPR151 activ: -1.6; TEAD-YAP inh: 3

How did O=S(=O)(c1cccc2cnccc12)N1CCOCC1 do in these assays?
FBW7 act: 0.0; MITF primary: -23; GPR151 activ: 0.1; TEAD-YAP inh: 0

Results for CCCNC(=O)c1c(NC(=O)c2ccc(F)cc2)sc2c1CCC(C(C)(C)C)C2 (stereo unspecified) ?
FBW7 act: 0.0; MITF primary: -4; GPR151 activ: 0.6; TEAD-YAP inh: 0

Results for Cc1ccc2cccc(OCCOCCOc3ccccc3)c2n1 ?
FBW7 act: -0.1; MITF primary: -13; GPR151 activ: -0.9; TEAD-YAP inh: -1

Results for Cc1cccc(N(CC(=O)O)S(=O)(=O)c2ccc(Cl)cc2)c1 ?
FBW7 act: 0.0; MITF primary: 4; GPR151 activ: 0.3; TEAD-YAP inh: 8

Results for CCC(C)NC(=O)CNC(=O)c1nn(-c2ccc(OC)c(OC)c2)c(=O)c2ccccc12 (stereo unspecified) ?
FBW7 act: 0.1; MITF primary: 7; GPR151 activ: -1.1; TEAD-YAP inh: 5

How did CC(C)Cc1ccc(C(=O)NCc2ccc3c(c2)OCO3)o1 do in these assays?
FBW7 act: 0.0; MITF primary: -4; GPR151 activ: -0.8; TEAD-YAP inh: -4

Results for COC(=O)c1cc(CSc2nnc3c(Cl)cc(Cl)cn23)oc1C ?
FBW7 act: 0.1; MITF primary: 0; GPR151 activ: -0.5; TEAD-YAP inh: -4

Results for N#CC1=C(N)SC(N)=C(C#N)C1c1ccc(Oc2ccccc2)cc1 ?
FBW7 act: 0.0; MITF primary: -6; GPR151 activ: -0.7; TEAD-YAP inh: -11

Results for CCc1ccccc1NC(=O)Cn1nc(-c2ccc(OC)cc2)ccc1=O ?
FBW7 act: 0.0; MITF primary: 10; GPR151 activ: -0.3; TEAD-YAP inh: 8

What do the screens show for `Cc1cc(C)n2nc(SCC(=O)NCc3ccc(Cl)cc3)nc2n1`?
FBW7 act: -0.2; MITF primary: -2; GPR151 activ: 0.7; TEAD-YAP inh: -11

Results for C/C(N)=C(/C#N)C(=O)CSc1n[nH]c(COc2cc(C)ccc2C)n1 ?
FBW7 act: 0.1; MITF primary: 6; GPR151 activ: 0.2; TEAD-YAP inh: 1

Results for O=C(Cc1ccc(Cl)cc1)Nc1ccc(CN2CCOCC2)cc1 ?
FBW7 act: -0.1; MITF primary: -4; GPR151 activ: -1.0; TEAD-YAP inh: -7

What do the screens show for `CCc1c(C)sc(NC(=O)/C=C/c2cccs2)c1C(=O)OC`?
FBW7 act: 0.0; MITF primary: -3; GPR151 activ: 1.8; TEAD-YAP inh: -2

How did COc1cc(/C=N\NC(=O)Cc2cccc3ccccc23)ccc1O do in these assays?
FBW7 act: -0.1; MITF primary: -1; GPR151 activ: 1.0; TEAD-YAP inh: 10

Results for CCOC(=O)CSc1ncccc1-c1nc2ccccc2[nH]1 ?
FBW7 act: 0.3; MITF primary: 6; GPR151 activ: -1.2; TEAD-YAP inh: 2

How did C=CCn1c(=S)[nH]c2sc(C)c(-c3ccc(OC)cc3)c2c1=O do in these assays?
FBW7 act: 0.0; MITF primary: -3; GPR151 activ: 3.3; TEAD-YAP inh: -3

Results for COC(=O)[C@@H]1CCCN1C(=O)Cn1cc(NC(=O)c2ccccc2)cn1 ?
FBW7 act: 1.1; MITF primary: 17; GPR151 activ: -1.1; TEAD-YAP inh: 1

Results for CNC(=O)CN(c1ccc(Br)c(C)c1)S(C)(=O)=O ?
FBW7 act: 0.1; MITF primary: -16; GPR151 activ: 0.0; TEAD-YAP inh: -7

How did COC(=O)Cc1ccc(NC(=O)c2ccccc2I)cc1 do in these assays?
FBW7 act: -0.1; MITF primary: -7; GPR151 activ: 0.1; TEAD-YAP inh: -8

What do the screens show for `COCCOC(=O)c1c(C)oc2ccc(NS(=O)(=O)c3cc([N+](=O)[O-])ccc3Cl)cc12`?
FBW7 act: -0.1; MITF primary: 7; GPR151 activ: 1.7; TEAD-YAP inh: 1

What do the screens show for `O=C(CSc1nc2ccccc2c(=O)n1CC1CCC(C(=O)N2CCN(c3ccccc3)CC2)CC1)Nc1ccccc1C(F)(F)F` (stereo unspecified)?
FBW7 act: 0.0; MITF primary: -4; GPR151 activ: 0.0; TEAD-YAP inh: -8

Results for O=C(NCCc1nnc2ccc(SCc3cccc4ccccc34)nn12)c1ccccc1 ?
FBW7 act: 0.1; MITF primary: -4; GPR151 activ: 1.4; TEAD-YAP inh: 13

Results for Cc1cc(C)cc(C(=O)N2CCN(C)CC2)c1 ?
FBW7 act: 0.0; MITF primary: -10; GPR151 activ: -0.4; TEAD-YAP inh: -12

Structural class, the entries above containing bromine (three)
Results for Cc1noc(C)c1C(=O)NCc1ccccc1Br ?
FBW7 act: 0.0; MITF primary: -8; GPR151 activ: 0.0; TEAD-YAP inh: 1

Results for CCOCCOC(=O)C1=C(C)NC2=C(C(=O)CC(c3ccc(Cl)cc3)C2)C1c1cc(Br)c(O)c(OC)c1 (stereo unspecified) ?
FBW7 act: 0.0; MITF primary: 7; GPR151 activ: -0.5; TEAD-YAP inh: 10

Results for CNC(=O)CN(c1ccc(Br)c(C)c1)S(C)(=O)=O ?
FBW7 act: 0.1; MITF primary: -16; GPR151 activ: 0.0; TEAD-YAP inh: -7

Additional entries.
Results for CCN(CCN1CCCC1)C(=O)CC1C(=O)NCCN1Cc1cccc(OC)c1OC (stereo unspecified) ?
FBW7 act: -0.1; MITF primary: 2; GPR151 activ: 1.0; TEAD-YAP inh: 6

How did Cc1cc(NC(=O)CSc2nc(C3CCCC3)nc3c2c(=O)n(C)c(=O)n3C)no1 do in these assays?
FBW7 act: -0.1; MITF primary: -3; GPR151 activ: 2.9; TEAD-YAP inh: 0

How did CCC1CN(CCNC(=O)CC(C)C)Cc2cc(OC)ccc2O1 (stereo unspecified) do in these assays?
FBW7 act: -0.2; MITF primary: -10; GPR151 activ: 0.1; TEAD-YAP inh: -3

Results for CC(=O)OCCN1C(=O)c2ccc(Oc3cccc([N+](=O)[O-])c3)cc2C1=O ?
FBW7 act: 0.1; MITF primary: 16; GPR151 activ: 1.9; TEAD-YAP inh: 7

How did CCCCC(=O)Nc1nnc(S(=O)(=O)N(CC)c2ccccc2)s1 do in these assays?
FBW7 act: 0.2; MITF primary: 7; GPR151 activ: -1.4; TEAD-YAP inh: 13

Results for O=C(C1CCCN(c2ccc(-n3ccnc3)nn2)C1)N1CCN(c2ccccn2)CC1 (stereo unspecified) ?
FBW7 act: 0.7; MITF primary: 4; GPR151 activ: 1.2; TEAD-YAP inh: 8

How did CC1CCN(CCOCCOc2ccc(C(=O)O)cc2)CC1 do in these assays?
FBW7 act: 0.0; MITF primary: -1; GPR151 activ: 0.9; TEAD-YAP inh: 9

How did CCNc1nc(NCC)n2c(SCC(=O)c3ccccc3OC(F)F)nnc2n1 do in these assays?
FBW7 act: 0.2; MITF primary: 13; GPR151 activ: -0.6; TEAD-YAP inh: 10

Results for CCOC(CC)CNc1c([N+](=O)[O-])c(=O)n(C)c2ccccc12 (stereo unspecified) ?
FBW7 act: -0.1; MITF primary: 3; GPR151 activ: -0.3; TEAD-YAP inh: -8

What do the screens show for `Cc1ccccc1-c1nc(-c2ccc(NC(=O)c3ccco3)cc2)no1`?
FBW7 act: 0.2; MITF primary: 9; GPR151 activ: -1.6; TEAD-YAP inh: -48

How did O=C(Nc1ccccc1-c1ccccc1NC(=O)c1ccc(Cl)cc1)c1ccc(Cl)cc1 do in these assays?
FBW7 act: 0.1; MITF primary: 8; GPR151 activ: 0.3; TEAD-YAP inh: 12

How did CC1=C(C(=O)OCCc2ccccc2)C(c2cccc([N+](=O)[O-])c2)C2=C(CC(c3ccccc3)CC2=O)N1 (stereo unspecified) do in these assays?
FBW7 act: 0.3; MITF primary: 4; GPR151 activ: -1.9; TEAD-YAP inh: 6

High-throughput results (PubChem BioAssay)

Outcome played no part in choosing rows; about 3.4% have a hit in one of these screens.
